Assay outcomes deposited in PubChem by National Center for Advancing Translational Sciences (NCATS).
A549 tox = Nrf2 qHTS screen for inhibitors: counterscreen for cytotoxicity | A549 ARE-Fluc cells, CellTiter-Fluor viability, 18-24 h | 390,000 tested, 0.16% active | Potency, µM (top dose mostly 46 µM), for inactives: top-dose activity change, negative = cytotoxicity, usual class: inhibitors; note: potency is the fitted concentration of half-maximal effect; % is set by controls: 0 for no effect and ±100 for the full control effect
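Cytotoxicity counterscreen: CellTiter-Fluor fluorescence was measured in A549 ARE_Fluc cells after 18-24 h of compound exposure in a concentration series. The subsequent BugLite luminescent read reports ARE-luciferase activity.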
ATXN viability = Viability Counterscreen for Primary qHTS for Inhibitors of ATXN expression. S2 cells (HEK-293 line with an ATXN2-luciferase reporter) viability, CellTiter-Fluor protease fluorescence, 24 h. Potency, µM (doses to about 56.7 µM), actives largely listed as cytotoxic. 400,000 tested, 0.49% active; note: potency is the fitted concentration of half-maximal effect; nearly all actives have a fitted effect of over 40% in size
IL-1B inflam inh = qHTS for Inhibitors of Inflammasome Signaling: IL-1-beta AlphaLISA Primary Screen. AID 743279, 2014. 360,000 tested, 4.7% active. activity change, % at 57.5 µM. THP-1 LPS/ATP IL-1B secretion, AlphaLISA, 16 h; stronger effect = lower value; in the data active = activity change below about -50%; inconclusive = mostly about -30% to -49%; note: % is set by controls: 0 for no effect and ±100 for the full control effect
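Secreted IL-1B measured by AlphaLISA bead assay after 16 h compound exposure of THP-1 cells; compounds (final up to 57.5 uM) added 1 h before LPS (250 ng/mL) and ATP (1.25 mM) stimulation; lower signal means less secretion.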
TGFb inhibitor = qHTS for Inhibitors of TGF-b. HepG2 CAGA-GFP TGF-b/SMAD3 reporter, GFP fluorescence, 18 h; TGF-beta stimulated, 500 pg/mL final. Potency, µM (top dose mostly 46.1 µM), inactives show top-dose activity, negative = inhibition, usual class: inhibitors. 410,000 tested, 1.2% active; note: potency is the fitted concentration of half-maximal effect; % is set by controls: 0 for no effect and ±100 for the full control effect; nearly all actives have a fitted effect of over 65% in size
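Read-out: total well GFP (ex488/em500-530) summed from mean per-cell fluorescence. Cells: HEPG2 CAGA-GFP, 1% FBS DMEM, 18 h at 37 degrees C with 500 pg/mL final TGF-beta. Unstimulated wells served as the full-inhibition control; stimulated DMSO wells = 0%.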
ATXN2 expr inh = Primary qHTS for Inhibitors of ATXN expression; Potency, µM (top dose mostly 57 µM), for inactives: at the highest dose activity change, negative = inhibition, hits mostly inhibitors; 360,000 tested, 0.72% active; AID 1745845, 2022; HEK-293 ATXN2-luciferase reporter, luminescence, 24 h; note: potency is the fitted concentration of half-maximal effect; % is set by controls: 0 for no effect and ±100 for the full control effect; nearly all actives have a fitted effect of over 55% in size
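qHTS (up to 57 uM final) was run with 24 h compound exposure of reporter cells at 37 °C. Each well was multiplexed: SteadyGlo luminescence measured ATXN2-luciferase expression after a fluorogenic Gly-Phe-AFC viability readout (25 uM final).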
MCF10A rereplic = A quantitative high throughput screen for small molecules that induce DNA re-replication in MCF 10a normal breast cells; MCF 10A DNA re-replication, Hoechst nuclear intensity, 48 h; Potency, µM (series often up to 46.1 µM), for inactives: at the highest dose activity, positive = re-replication, hits mostly activators; 350,000 tested, 2.9% active; AID 624296, 2012; note: potency is the fitted concentration of half-maximal effect; % of control where 0% means no effect; nearly all actives have a fitted effect of over 50% in size
HepG2 tox = qHTS for Inhibitors of TGF-b: Cytotox Counterscreen | HepG2 CAGA-GFP viability, ATP luminescence, 18 h | Potency, µM (highest dose often 46.1 µM), for inactives: at the highest dose activity change, negative = cytotoxicity, hits mostly cytotoxic | 410,000 tested, 0.76% active; note: potency is the fitted concentration of half-maximal effect; some results filed as inactive show a strong effect at the top dose
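HepG2 CAGA-GFP cells (1000/well, DMEM with 1% FBS) received compound, then TGF-beta at 500 pg/mL final, and were incubated 18 hours at 37 degrees C. Viability was read by CellTiter-Glo luminescence. Media-only wells were set as complete cell-killing and DMSO as no toxicity.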
Nrf2 block = Nrf2 qHTS screen for inhibitors; A549 ARE-Fluc reporter, luciferase luminescence, 18-24 h; AID 504444, 2011; 360,000 tested, 2.1% active; Potency, µM (titrated, usually from 46 µM), inactives show top-dose activity change, negative = inhibition, most hits filed as inhibitors; note: potency is the fitted concentration of half-maximal effect; % is set by controls: 0 for no effect and ±100 for the full control effect; nearly all actives have a fitted effect of over 60% in size
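Reporter: ARE-Fluc in A549. Exposure: 18-24 h, 37 °C, 5% CO2, 5% FBS OPTI-MEM. Readouts: fluorescent cytotoxicity (CellTiter-Fluor), then luminescent Nrf2 signal after BugLite.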
Nrf2 activator = qHTS of Nrf2 Activators | AREc32 ARE-luciferase reporter (MCF7-derived line), luminescence, 24 h | Potency, µM (doses to about 46.1 µM), inactives show at the highest dose activation, usual class: activators | 410,000 tested, 0.31% active; note: potency is the fitted concentration of half-maximal effect; % of control where 0% means no effect; nearly all actives have a fitted effect of over 65% in size
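Luciferase luminescence (Steady-Glo, 30 min at room temperature) served as the read-out of ARE activation in AREc32 cells treated with compounds for 24 hr at 37 deg C.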
* hit, by the source's call; i = inactive; ? = inconclusive; nt = not tested or not shown; [ ] = another dose, or the depositor's remark. Unless noted, calls come from the whole dose curve; as a rule, active = well fitted curve in the direction sought with a large enough effect; inconclusive = small, poorly fitted or top-dose-only effect, or another doubt; inactive = no such curve, though single readings can be large; an effect the other way counts as inactive or inconclusive.

Order of results: A549 tox	ATXN viability	IL-1B inflam inh	TGFb inhibitor	ATXN2 expr inh	MCF10A rereplic	HepG2 tox	Nrf2 block	Nrf2 activator
CC(C)C[C@H]1CN([C@@H](Cc2ccc(O)cc2)CN2CCC[C@@H]2CN2C(=S)NC[C@@H]2Cc2ccccc2)C(=S)N1CCc1ccccc1
  nt	?	-27	?	?	nt	-5%	nt	5.4%
CCOc1c2c(c(-c3ccc4c(c3)OCO4)c3cc(OC)c(OC)cc13)C(=O)OC2
  2.9µM*	nt	nt	?	nt	nt	-40%	1.8µM*	nt
O=C(NCCOc1ccccc1)C1CCC(=O)N(CCN2CCOCC2)C1 (stereo unspecified)
  2%	i	3	11%	20%	-2%	4%	6%	-1.0%
CN(c1ccc(F)cc1)S(=O)(=O)c1ccc(Cl)c(C(=O)NCC(c2ccco2)N2CCCCC2)c1 (stereo unspecified)
  -20%	?	-19	?	?	18%	-32%	?	0.0%
COc1ccc(OC)c(NC(=O)COC(=O)c2ccc(S(=O)(=O)N3CCOCC3)cc2)c1
  0%	i	5	17%	6%	21%	-5%	1%	-0.6%
COc1ccccc1NC(=O)CC(=O)c1cccc([N+](=O)[O-])c1
  -4%	i	6	20%	-7%	16%	4%	3%	4.3%
COc1ccc(OC)c(S(=O)(=O)N2CC=C(c3c(C)n(CC(=O)N4CCCC4)c4ccccc34)CC2)c1
  -10%	i	nt	?	-10%	nt	-65%	-14%	0.8%
O=C(CSc1nc2c([nH]c3ccccc32)c(=O)n1-c1ccc(F)cc1)N1CCCc2ccccc21
  9%	i	nt	12%	3%	nt	-18%	nt	3.7%
Cc1c(C(=O)Nc2ccc(F)cc2)cn2c(nc3ccccc32)c1C#N
  -10%	i	-4	0%	5%	28%	8%	?	-0.6%
N#Cc1c2c(c[nH]c1=O)CCN2Cc1ccccc1
  2%	i	-5	39%[activator]	3%	-14%	18%	nt	-0.4%
COc1ccccc1Cc1c(C(C)(C)C)nc2c3ccccc3ccn12
  nt	?	?	?	?	nt	-15%	nt	0.9%
Cc1cc(SC(C)C(=O)NCC(=O)Nc2ccc(F)c(F)c2F)nc2ccccc12 (stereo unspecified)
  -1%	?	19	0%	?	-3%	-1%	-4%	-0.6%
CCN1CCN(CC#CCOc2ccccc2OC)CC1
  -5%	i	-7	14%	-10%	10%	-28%	-3%	-0.1%
Cc1ccc(CN=c2c([N+](=O)[O-])nn(-c3cccc(C)c3)n2O)cc1
  1%	?	0	?	nt	-4%	-30%	?	6.5%
O=C1CCCN1CCC1CCN(C2CC(=O)N(Cc3ccc(N4CCCC4=O)cc3)C2=O)CC1 (stereo unspecified)
  -3%	i	23	?	5%	30%	11%	-3%	0.0%
CCOC(=O)Cn1c(=O)oc2cc(S(=O)(=O)Nc3cc(Cl)ccc3OC)ccc21
  -1%	i	35	-8%	0%	11%	-10%	5%	-0.6%
O=S(=O)(c1ccccc1)N1CCN(c2ncnc3scc(-c4ccccc4)c23)CC1
  -17%	i	-4	4%	-19%	?	6%	?	-0.6%
COc1ccc(N2CCN(C(C)C(=O)N(C)Cc3ccccc3)CC2)cc1 (stereo unspecified)
  12%	?	-14	12%	-9%	6%	-21%	?	-0.6%
COc1ccc(C2CN=NC23CCc2ccccc2C3=O)cc1 (stereo unspecified)
  5%	i	87	-22%	nt	?	2%	8%	0.5%
Fc1cccc(Cc2c(C3CCCCC3)nc3ccc(Cl)cn23)c1
  nt	?	2	?	-19%	nt	-18%	nt	1.3%
COc1ccccc1C(=O)NC1CCN(C(=O)Nc2ccc(F)cc2)CC1
  2%	i	8	?	-12%	7%	-41%	-23%	0.1%
COc1ccccc1-n1c(/C=C/c2c(C)n(C)c3ccccc23)nc2ccccc2c1=O
  -22%	nt	nt	?	nt	nt	-24%	nt	2.5%
Brc1ccccc1Cn1cnc2ccccc21
  0%	i	11	?	nt	-1%	-31%	-12%	0.4%
CCOC(=O)C(=Cc1ccccc1OC)C(=O)OCC
  2%	?	-99*	?	?	15µM*	-21%	?	?
CCOC(=O)CN1C(=O)SC(Nc2ccc(C)cc2)C1=O (stereo unspecified)
  -2%	i	1	-1%	-11%	-40%[inhibitor]	0%	8%	-0.1%
COc1ccc(C2=NN(C(=S)Nc3ccccc3)C(c3ccccc3)C2)cc1 (stereo unspecified)
  -4%	?	-11	13%	7%	0%	-7%	-3%	0.8%
Cc1cccc(NC(=O)N2CCCC2C(=O)NCc2ccccc2)c1 (stereo unspecified)
  6%	i	-20	-1%	nt	23%	-12%	8%	-0.5%
Cc1sc2nc(C3CC3)nc(SCC(=O)N3CCc4ccccc4C3)c2c1C
  0%	?	-75*	?	-3%	?	-17%	-24%	9.5%
COc1ccc(/C(N)=N/OC(=O)COc2ccccc2Cl)cc1
  18%	i	-1	-18%	30%	-3%	-31%	?	3.4%[9.22 µM]
O=C(Nc1nnc(SCc2ccccn2)s1)C1CC(=O)N(c2ccc(F)cc2)C1 (stereo unspecified)
  1%	i	32	8%	-5%	10%	-2%	-9%	-0.8%

Five records picked at random from the list so far, as already listed:
Order of results: A549 tox	ATXN viability	IL-1B inflam inh	TGFb inhibitor	ATXN2 expr inh	MCF10A rereplic	HepG2 tox	Nrf2 block	Nrf2 activator
COc1ccc(C2=NN(C(=S)Nc3ccccc3)C(c3ccccc3)C2)cc1 (stereo unspecified)
  -4%	?	-11	13%	7%	0%	-7%	-3%	0.8%
Fc1cccc(Cc2c(C3CCCCC3)nc3ccc(Cl)cn23)c1
  nt	?	2	?	-19%	nt	-18%	nt	1.3%
COc1ccc(C2CN=NC23CCc2ccccc2C3=O)cc1 (stereo unspecified)
  5%	i	87	-22%	nt	?	2%	8%	0.5%
COc1ccccc1C(=O)NC1CCN(C(=O)Nc2ccc(F)cc2)CC1
  2%	i	8	?	-12%	7%	-41%	-23%	0.1%
COc1ccccc1-n1c(/C=C/c2c(C)n(C)c3ccccc23)nc2ccccc2c1=O
  -22%	nt	nt	?	nt	nt	-24%	nt	2.5%

(continued)
Order of results: A549 tox	ATXN viability	IL-1B inflam inh	TGFb inhibitor	ATXN2 expr inh	MCF10A rereplic	HepG2 tox	Nrf2 block	Nrf2 activator
O=C(CCSc1nnc(-c2ccc(O)cc2)o1)N1CCOCC1
  -6%	?	-15	-2%	2%	-4%	-3%	-4%	0.0%
COc1ccc(NC(=O)Cc2ccsc2)cc1S(=O)(=O)N1CCCCC1
  0%	i	5	2%	2%	-3%	1%	-18%	-0.6%
CSc1ccc(CCNC(=O)CS(=O)(=O)Cc2nc(-c3ccccc3F)oc2C)cc1
  0%	i	10	1%	-19%	?	-11%	-11%	-0.5%
O=C(Nc1cc(C(F)(F)F)ccc1Cl)c1cc(-c2ccc3c(c2)OCCO3)on1
  0%	i	nt	32%[activator]	13%	nt	3%	8%	-0.2%
O=S(=O)(Nc1cccc(-c2ccc3nncn3n2)c1)c1cccs1
  0%	i	7	0%	24%	5%	-19%	-7%	5.1%
COC(=O)c1ccc(C2c3c(oc4cc(C)c(C)cc4c3=O)C(=O)N2c2ccccn2)cc1 (stereo unspecified)
  -5%	i	nt	-6%	3%	nt	2%	13%	-0.8%
CCSc1ncc(Cl)c(C(=O)Nc2ccccc2F)n1
  4%	i	6	0%	-7%	?	-22%	-10%	?
CCCCc1nc2cc(C(=O)N3CCCCC3CCO)ccc2o1 (stereo unspecified)
  8%	i	i	-8%	25%	-4%	17%	?	4.2%
Cc1ccc(NS(=O)(=O)c2cc3c(cc2Br)NC(=O)CO3)cc1C
  -2%	i	nt	?	-10%	nt	-29%	-16%	0.0%
CN(Cc1c(F)cccc1Cl)c1ccc(S(=O)(=O)N2CCOCC2)cn1
  -11%	i	-21	-14%	-10%	17%	0%	-18%	-0.4%
COc1cc(NC(=O)CCN2CCOCC2)cc(OC)c1
  2%	i	7	-20%	-16%	1%	16%	3%	0.1%
CCN1C(=NCCOC)N[C@@H](c2cccs2)C(C(=O)OC)=C1C
  -6%	i	5	4%	7%	-21%	0%	9%	-1.0%
Cc1onc(-c2ccccc2Cl)c1C(=O)Nc1nc2c(s1)CCCC2
  8%	i	-11	-5%	37%[activator]	5%	-6%	16%	7.5%
O=C(Nc1ccccc1)c1ccc(NC(=O)C2CC2)cc1
  -3%	i	?	-1%	18%	0%	9%	?	0.1%
